# Pf apPOL inh: Pf-apPOL inhibitors, biochemical, fluorescence. Plasmodium falciparum apicoplast DNA polymerase (apPOL). Recombinant Pf-apPOL, molecular beacon fluorescence, 1.5 h. inhibition, % at 10 µM. 210,000 compounds, 0.25% hits
# mHTT-CaM PPI inh: mutant huntingtin-calmodulin interaction inhibitors – biochemical, AlphaScreen, primary screen. AlphaScreen His-mHTT/GST-CaM binding, luminescence. inhibition, % at 15 µM. 190,000 compounds, 3.6% hits;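 further: 0% = both proteins with DMSO and 100% = one protein alone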
# * marks the source's active call; other numbers are inactive results; i = inactive; nt = no result given; & = joins results of further samples. No stated cut-off is given here; in the data, active means inhibition above about 50%; inactive means the rest. A portion of the library; count on the stated rates, not on these rows.
cpd | mol | Pf apPOL inh | mHTT-CaM PPI inh
1 | Cc1ccn2c(NC(=O)C(C)Cl)c(-c3cccc(F)c3)nc2c1 (stereo not given) | 22 | 69*
2 | Cc1ccc2[nH]cc(CCN3CC(C(=O)Nc4nnc(C)s4)CC3=O)c2c1 (stereo not given) | -2 | 2
3 | O=C(Nc1ccc2oc(-c3ccncc3)nc2c1)c1ccccc1[N+](=O)[O-] | -8 | 9
4 | Cc1cc(=O)[nH]c(N2CCCCC2)n1 | -10 | -3
5 | CC1Oc2ccccc2C=C1C=C1Oc2cc(O)ccc2C1=O (stereo not given) | -4 | 10
6 | Cc1ccc(Cl)c(NC(=O)c2nc(C)oc2C)c1 | 1 | -5
7 | CC(=O)C1=C(C)Nc2ncnn2C1c1cccc(F)c1 (stereo not given) | -2 | -3
8 | Cc1ccc(CNC(=O)N2CCC3(C2)C(=O)N(C)c2ccccc23)cc1 (stereo not given) | -3 | 7
9 | COc1ccc(O)c(C2Nc3ccccc3NC3=C2C(=O)CC(C)(C)C3)c1 (stereo not given) | -1 | 0
10 | CCOCCCNC(=O)c1cnn2c(C)c(Cc3ccc(Cl)cc3)c(C)nc12 | -18 | 65*
11 | Cc1ccc(NC(=O)CSc2nc(-c3ccccc3)cc(=O)[nH]2)c(C)c1 | 0 | -2
12 | COc1ccc(C(=O)NNC(=O)c2c(OC)cc(C(F)(F)F)cc2C(F)(F)F)cc1 | -3&-6 | nt
13 | CCCc1cc(=O)[nH]c2nnc(SCc3ccc(C(=O)OC)o3)n12 | 5 | -6
14 | CC(/C=N/n1cnnc1)=C\c1ccco1 | nt | i
15 | O=C(NCc1ccccc1)c1ccc2ncnc(N3CCOCC3)c2c1 | 4 | -12

# Next section:
cpd | mol | Pf apPOL inh | mHTT-CaM PPI inh
16 | Cc1noc(C)c1NC(=O)NCC1CCN(S(=O)(=O)c2ccccc2)CC1 | -6 | nt
17 | O=C(c1ccccc1Cl)N1CCN(c2nc(CN3CCCC3)cs2)CC1 | 3 | 10
18 | O=C1c2ccccc2CN1c1ccc(OC(F)(F)F)cc1 | -4 | -6
19 | CCCCN(CCCC)C(=O)c1nsnc1-c1ccccc1O | 0 | -12
20 | Cc1c(C(=O)Nc2ccc(I)cc2Cl)oc2ccccc12 | -3 | -6
21 | CC(Oc1ccccc1)C(=O)N(C)CC1(C)CCOCC1 (stereo not given) | -5 | 1
22 | COc1c(C(C)=O)c(O)c(OC)c2occc12 | -14 | nt
23 | Cc1cc(N2CCN(c3cc(N4CCN(CCO)CC4)ccc3[N+](=O)[O-])CC2)c2ccccc2n1 | -8 | -2
24 | NS(=O)(=O)c1ccc(CNC(=O)CSc2ccccc2)cc1 | -20 | 6
25 | COc1ccc(OC)c2[nH]c(=O)c(CCNC(=O)c3ccccc3C)cc12 | 3 | 3
26 | O=C(Nc1cccs1)Nc1ccccc1NC(=O)c1cccnc1 | -5 | 16
27 | Cc1ccnc(NC(=O)Cn2nc([N+](=O)[O-])c(Cl)c2C)c1 | -9 | 6
28 | O=C(Nc1ccc([N+](=O)[O-])cc1)NC1(C(F)(F)F)Oc2ccccc2O1 | -2 | 10
29 | COc1cc(Nc2ncc3c(n2)CCN(Cc2cccc(F)c2F)C3)cc(OC)c1 | -1 | 5
30 | O=C(Nc1ccc(N2CCCN(C(=O)C3CC3)CC2)cc1)c1cc(-c2ccccc2)on1 | -4 | 13

# Shown with two lines to a compound: 2 of the compounds above
# Values in the order: Pf apPOL inh, mHTT-CaM PPI inh
[26] O=C(Nc1cccs1)Nc1ccccc1NC(=O)c1cccnc1
 : -5, 16
[27] Cc1ccnc(NC(=O)Cn2nc([N+](=O)[O-])c(Cl)c2C)c1
 : -9, 6

# Further compounds follow:
cpd | mol | Pf apPOL inh | mHTT-CaM PPI inh
31 | COc1cccc2cc(C(=O)NCC3CCN(C(=O)c4ccccc4F)CC3)oc12 | -7 | -3
32 | Cn1c(CN2CCN(CCN3CCCC3)CC2)nc2ccccc21 | -6 | -13
33 | O=C(O)c1onc2ccccc12 | 4 | nt
34 | Cn1c(=O)c(C(=O)NS(=O)(=O)c2ccccc2Cl)cn1-c1ccccc1 | -3&-5 | -1&-2
35 | c1cncc(CN2CCC(OCc3nc(-c4ccncc4)no3)CC2)c1 | -2 | 3
36 | O=C1Nc2cc(Cl)c(Cl)cc2N(O)N1c1ccc(F)c([N+](=O)[O-])c1 | -5 | 1
37 | O=C(Cc1csc(Nc2ccc(Cl)cn2)n1)Nc1ccc(OC(F)(F)F)cc1 | -8 | 12
38 | O=C(Cc1cccs1)N1CCN(c2ccccc2)CC1 | -2 | 0
39 | CC1CCC2(CC1)NC(=O)N(CC(=O)NCc1cccc(Br)c1)C2=O (stereo not given) | -10 | -8
40 | CCN(CC)S(=O)(=O)c1ccc(Cl)c(C(=O)NC2CCCC2)c1 | -4 | 0
41 | COc1ccc(NC(=O)CCN2CCN(Cc3ccccc3)CC2)c(OC)c1 | -9 | 11
42 | O=C(N[C@@H]1CCC(=O)N(CC[C@H](Sc2ccccc2)c2ccccc2)CC1)OCc1ccccc1 | 0 | 24
43 | COc1ccc(-n2c(C)cc(C=O)c2C)c([N+](=O)[O-])c1 | 13 | 13
44 | COc1ccc(C(C)NC(=O)c2ccccc2[N+](=O)[O-])cc1OC (stereo not given) | -10 | -1
45 | COc1ccccc1N1CCN(CC(=O)N2c3ccccc3CCc3ccccc32)CC1 | -4 | 23

# Remaining list, next part:
cpd | mol | Pf apPOL inh | mHTT-CaM PPI inh
46 | Cc1ccccc1C(=O)N1CCC(COc2ccc(C(=O)NC(C)C)cc2)CC1 | -5 | 4
47 | Cc1cc(SC(=O)NC=Cc2ccco2)c(C)cc1Cl | 26 | nt
48 | Cc1nc2c(Br)cc(Br)cc2c(=O)n1Cc1cccs1 | -2 | nt
49 | CCN1C(=O)CCc2cc(C(=O)N3CCC(C)CC3)ccc21 | -2 | 0
50 | CCN1CCN(CCCNC(=O)Cc2cn(C)c3ccccc23)CC1 | 3 | -2
51 | Cc1cc(C)n(-c2ccc(NCCNC(=O)c3ncccn3)nn2)n1 | -5 | 19
52 | Cc1nn(C(=O)/C=C/c2ccccc2)c2c1C1C(C2)C1(C)C (stereo not given) | 2 | -11
53 | COc1ccc(CN2C(=O)NC(=O)/C(=C/c3ccc(OC)c(OC)c3)C2=O)cc1 | -3 | 17
54 | Cc1cc(C)nc(NC(=NS(=O)(=O)c2ccc([N+](=O)[O-])cc2)Nc2ccc(C)c(C)c2)n1 | 1 | 5
55 | COc1cc(Cl)c(S(=O)(=O)n2nnc3ccccc32)cc1Cl | -12 | -4
56 | CCc1ccc(C2CC(c3ccccc3C)n3nc(N)nc3N2)cc1 (stereo not given) | 2 | 18
57 | Cc1nc2cc(NC(=O)c3ccccc3Cl)ccc2n1-c1ccccc1 | -4 | 13
58 | COc1ccc2c(c1)nc(NCCO)n2C | 0 | -4
59 | O=C(Nc1cccc(NC(=O)c2ccccc2Br)c1)c1ccccc1Cl | -7 | 5
60 | COc1cccc(NC(=O)c2cccc(NC(=O)CCC(=O)O)c2)c1 | 1 | -2

# (further entries)
cpd | mol | Pf apPOL inh | mHTT-CaM PPI inh
61 | COc1ccc(CNC(=O)N2CCC(c3nc4cccnc4n3C)C2)cc1 (stereo not given) | 9 | 8
62 | CN1N=C(C(=O)N2CCCCCC2)S(=O)(=O)c2ccccc21 | 1 | -9
63 | COc1cccc(C2=CC(c3ccc(OC)c(OC)c3)n3c(nc4ccccc43)N2)c1 (stereo not given) | -7 | 25
64 | Cc1cccc(NC(=O)CN2C(=O)C(=O)c3ccccc32)c1 | -3&-18 | 0&8
65 | CC(=O)N1c2c(cc(Br)cc2S(=O)(=O)Nc2cc(F)ccc2F)CC1C (stereo not given) | -6 | 0
66 | Cc1noc(C)c1NC(=O)N1CCN(Cc2ccccc2)CC1 | 2&-9 | nt
67 | Cc1sc2c(c1C)C(=O)NC(c1ccc(N(C)C)cc1)N2 (stereo not given) | -9 | 28
68 | CCOC(=O)c1c(-c2ccccc2)c(-c2ccccc2)n[nH]c1=O | -1 | nt
69 | Cc1nc(-c2ccc(S(=O)(=O)N3CCCN(c4ccc(C(F)(F)F)cn4)CC3)s2)cs1 | -7 | nt
70 | CCOC(=O)CN(C(=O)CSc1nc(C)cc(C)c1C#N)c1cccc(Cl)c1 | -6 | nt
71 | CC(C)(Oc1ccc(Cl)cc1)C(=O)NCc1nnnn1C1CCCCC1 | 0 | -4
72 | CCC(CC)C1C(C#N)=C(N)OC2=C1C(=O)CC(C)(C)C2 (stereo not given) | 6 | -6
73 | Cn1ccc2c(cc(C(=O)NCc3ccccc3F)n2C)c1=O | 2 | -10
74 | CN(C)c1ccc(N2CCC(C(=O)N3CCC4(CC3)OCCO4)CC2)nn1 | -1 | -9
75 | CN(C)c1nc2ccc(OC(=O)COc3ccccc3)cc2s1 | -8 | -10

# (continued)
cpd | mol | Pf apPOL inh | mHTT-CaM PPI inh
76 | CCOC(=O)Cn1cnc2c(-c3ccc(C)cc3)csc2c1=O | -9 | -22
77 | O=C(O)c1ccc(CS(=O)(=O)Cc2ccccc2)o1 | 4 | 1
78 | Cn1c(=O)c2ccnn2c2ccc(C(N)=O)cc21 | -10 | -7
79 | COc1ccc(Cn2cc(CN3CC(N4CCN(CCO)CC4)CS3(=O)=O)nn2)cc1 (stereo not given) | -4 | -6
80 | COc1ccc(C(=O)NCc2c(C)cc(C)nc2-c2ccc(OC)cc2)cc1 | -4 | -5
81 | COc1ccc(CCC(=O)N2CCC3(CC2)CC(=O)c2ccccc2O3)cc1 | -19 | 9
82 | CC(=O)NC(=Nc1nc(C)cc(C)n1)Nc1ccc([N+](=O)[O-])cc1C | 2 | -2
83 | COc1ccc(-c2nc3c(c(=O)[nH]2)CCN(S(=O)(=O)c2cccc4cccnc24)C3)cc1 | 4 | -1
84 | CCc1ccc(C2N(c3ccc(F)cc3)C(=O)C3CCCN32)cc1 (stereo not given) | 1 | 5
85 | Cc1ccccc1NC(=O)N1CCc2cn(C)c3cccc(c23)C1 | -6 | 16
86 | COc1ccc(CCNC(=O)CN2C(=O)NC3(CCCCC3)C2=O)cc1OC | -4 | 3
87 | CC(C)N(C)C(=O)CCc1nnc(-c2cccc(C(F)(F)F)c2)[nH]c1=O | 0 | -1
88 | O=C(CCN1C(=O)c2ccccc2C1=O)Nc1ccccc1Cl | 1 | -2
89 | Cc1ccc(C(=O)N2CCC(CCNS(=O)(=O)c3cccc4nsnc34)CC2)cc1 | -2 | 51*
90 | Nc1c(C(=O)N2CCCCC2)nnn1-c1ccccc1 | -5 | -1

# (list continues)
cpd | mol | Pf apPOL inh | mHTT-CaM PPI inh
91 | COc1ccccc1NC(=S)NN=Cc1ccco1 | 3&-3 | nt
92 | COc1ccc(C(=O)N(C)c2nnc(C34CC5CC(CC(C5)C3)C4)s2)cc1OC | 5 | 1
93 | Cc1c(N(CC(=O)O)S(=O)(=O)c2ccccc2)c(=O)n(-c2ccccc2)n1C | 2 | 4
94 | COc1cc(C2C(C(=O)Nc3ccc(F)cc3)=C(C)NC3=C2C(=O)CCC3)ccc1O (stereo not given) | 7 | 0
95 | O=C(c1nc(-c2ccccc2)nc2c1OCCO2)N1CCSCC1 | 4 | 1
96 | Cc1noc(C)c1S(=O)(=O)N1CCC(CC(=O)NC(C)C)CC1 | -2 | -2
97 | CCC(=O)Nc1cccc(NC(=O)c2ccc(C)cc2Cl)c1 | -5 | 0
98 | Cc1ccc(F)c(N2CCN(C(=O)CC(C)(C)C)C(C)C2=O)c1 (stereo not given) | -6 | -1
99 | COc1cccc(N2CCN(C(=O)C3CCCN(c4cnn(C)c(=O)c4)C3)CC2)c1 (stereo not given) | -3 | 3
100 | Cc1ccc(C(=O)Nc2ccccc2)cc1S(=O)(=O)Nc1ccc(C(=O)O)cc1 | -3 | -4
101 | CCCNC(=O)C1CN(C(=O)CC)CC1c1cccc(F)c1 (stereo not given) | -3 | 0

# Some of the entries above in a different format:
# Order of values: Pf apPOL inh, mHTT-CaM PPI inh
[82] CC(=O)NC(=Nc1nc(C)cc(C)n1)Nc1ccc([N+](=O)[O-])cc1C
→ 2, -2
[83] COc1ccc(-c2nc3c(c(=O)[nH]2)CCN(S(=O)(=O)c2cccc4cccnc24)C3)cc1
→ 4, -1
[84] CCc1ccc(C2N(c3ccc(F)cc3)C(=O)C3CCCN32)cc1 (stereo not given)
→ 1, 5
[85] Cc1ccccc1NC(=O)N1CCc2cn(C)c3cccc(c23)C1
→ -6, 16
[86] COc1ccc(CCNC(=O)CN2C(=O)NC3(CCCCC3)C2=O)cc1OC
→ -4, 3
[87] CC(C)N(C)C(=O)CCc1nnc(-c2cccc(C(F)(F)F)c2)[nH]c1=O
→ 0, -1
[88] O=C(CCN1C(=O)c2ccccc2C1=O)Nc1ccccc1Cl
→ 1, -2
[89] Cc1ccc(C(=O)N2CCC(CCNS(=O)(=O)c3cccc4nsnc34)CC2)cc1
→ -2, 51*
[90] Nc1c(C(=O)N2CCCCC2)nnn1-c1ccccc1
→ -5, -1
[91] COc1ccccc1NC(=S)NN=Cc1ccco1
→ 3&-3, nt
[92] COc1ccc(C(=O)N(C)c2nnc(C34CC5CC(CC(C5)C3)C4)s2)cc1OC
→ 5, 1
[93] Cc1c(N(CC(=O)O)S(=O)(=O)c2ccccc2)c(=O)n(-c2ccccc2)n1C
→ 2, 4
[94] COc1cc(C2C(C(=O)Nc3ccc(F)cc3)=C(C)NC3=C2C(=O)CCC3)ccc1O (stereo not given)
→ 7, 0
[95] O=C(c1nc(-c2ccccc2)nc2c1OCCO2)N1CCSCC1
→ 4, 1
[96] Cc1noc(C)c1S(=O)(=O)N1CCC(CC(=O)NC(C)C)CC1
→ -2, -2
[97] CCC(=O)Nc1cccc(NC(=O)c2ccc(C)cc2Cl)c1
→ -5, 0
[98] Cc1ccc(F)c(N2CCN(C(=O)CC(C)(C)C)C(C)C2=O)c1 (stereo not given)
→ -6, -1
[99] COc1cccc(N2CCN(C(=O)C3CCCN(c4cnn(C)c(=O)c4)C3)CC2)c1 (stereo not given)
→ -3, 3
[100] Cc1ccc(C(=O)Nc2ccccc2)cc1S(=O)(=O)Nc1ccc(C(=O)O)cc1
→ -3, -4

# Bioassay records: PubChem BioAssay, University of Kansas High Throughput Screening Laboratory
